hgDAF-12 ag: agonists of H. glycines DAF-12 nuclear receptor; HEK293 GAL4-hgDAF12 UAS-luciferase reporter, agonist luminescence; normalized to butyrate control; activation, % at 6.8 µM; hit rate 1.8% among 370,000;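 active = activation above a cutoff set at the mean of all screened compounds plus 3 SD, cut at about 10% in these data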;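 note: 0% = DMSO wells and 100% = sodium butyrate wells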
ssDAF-12 act: S. stercoralis DAF-12 activation, primary screen; HEK293 ssDAF-12/GRIP1 lit1-tk-luc reporter, luminescence; % of 3 µM dafachronic acid response; activation, % at 6.8 µM; hit rate 1% among 370,000; AID 652126;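 active = activation above the mean over all tested compounds plus 3 SD, cut at about 0.9% in these data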;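 note: 0% = DMSO-only wells and 100% = 3 µM delta7-dafachronic acid wells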
DAX1 inh-1: DAX1 (NR0B1) inhibition, primary screen; inhibition, % at 6.8 µM; hit rate 1.1% among 370,000; AID 652010; HEK293T StAR-luciferase reporter, SF-1/DAX-1 repression relief;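 active = inhibition above the mean over all tested compounds plus 3 SD, cut at about 3.6% in these data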;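 note: 0% = DAX-1 cells with DMSO and 100% = cells lacking DAX-1 with DMSO; higher inhibition means more luminescence from relief of DAX-1 repression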
PLCb3 inh: blocks human PLC-beta3 enzyme activity. Purified PLC-beta3, fluorogenic substrate, fluorescence. Q01970. inhibition, % at 12.2 µM. hit rate 0.18% among 370,000; in the data active = inhibition above about 11%;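 note: 0% = median of compound wells on plate and 100% = full blocker control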
GAA850 FXN act: frataxin GAA850 promoter activation | hit rate 0.56% among 360,000 | activation, % at 6 µM | HEK293 lucGAA850 FXN promoter luciferase reporter, 24 h; percent of 10 µM SAHA response;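 active = activation above the average of all compounds screened plus 3 SD, cutoff fixed separately per campaign, cut at about 7.5% in these data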;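 note: 0% = DMSO wells and 100% = 10 µM SAHA wells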
DAX1 inh-2: NR0B1 (DAX1) inhibition; P51843; HEK293 Gal4-DAX1 luciferase reporter, luminescence; inhibition, % at 6.75 µM; hit rate 0.99% among 340,000; AID 504766;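 active = inhibition above the mean over all tested compounds plus 3 SD, cut at about 4.2% in these data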;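 note: 0% = DAX1-transfected cells with DMSO and 100% = empty-vector control cells with DMSO; inhibition shows as a rise in luminescence from relieved DAX1 repression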
hcDAF-12 act: activators of H. contortus DAF-12 nuclear receptor; hit rate 1.4% among 370,000; AID 652067; HEK293 hcDAF-12 lit1-tk-luc reporter, luminescence; 0% DMSO, 100% Δ7-dafachronic acid; activation, % at 6.8 µM;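 active = activation above the mean of all tested compounds plus 3 SD, cut at about 5.5% in these data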;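 note: 100% = response to 3 µM Δ7-dafachronic acid high control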
sPLA2-III inh: Blocks human group III sPLA2 activity; QFRET BODIPY PC-A2 liposome hydrolysis, fluorescence; inhibition, % at 12.2 µM; AID 743126; hit rate 0.56% among 370,000;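 active = inhibition above mean plus 3 SD of compounds lying within the high and low control bounds, cut at about 19% in these data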;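 note: 0% = median of test compound wells and 100% = no enzyme DMSO wells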
ADAM17 inh: ADAM17 inhibition, QFRET primary screen | P78536 | recombinant ADAM17, EDANS/DABCYL FRET peptide cleavage | inhibition, % at 6.95 µM | hit rate 0.83% among 370,000;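 active = inhibition above the mean of compounds lying between control limits plus 3 SD, set per campaign, cut at about 8.5% in these data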;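 note: 0% = DMSO-only wells as the low control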
ADAM10 inh: inhibitors of human ADAM10. O14672. recombinant ADAM10, EDANS/DABCYL FRET peptide cleavage, 3 h. inhibition, % at 7 µM. hit rate 0.62% among 370,000;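 active = inhibition above a per-campaign cutoff equal to the mean of compounds falling between control-based bounds plus 3 SD, cut at about 20% in these data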;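 note: 0% = DMSO wells while the 100% control is not disclosed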
PLCg1 inh: inhibitors of human phospholipase C gamma1 | purified PLC-gamma1, fluorogenic substrate, fluorescence | AID 720700 | inhibition, % at 12.2 µM | hit rate 0.84% among 370,000; in the data active = inhibition above about 9.5%
Target sequence (P19174 whole entry, looked up): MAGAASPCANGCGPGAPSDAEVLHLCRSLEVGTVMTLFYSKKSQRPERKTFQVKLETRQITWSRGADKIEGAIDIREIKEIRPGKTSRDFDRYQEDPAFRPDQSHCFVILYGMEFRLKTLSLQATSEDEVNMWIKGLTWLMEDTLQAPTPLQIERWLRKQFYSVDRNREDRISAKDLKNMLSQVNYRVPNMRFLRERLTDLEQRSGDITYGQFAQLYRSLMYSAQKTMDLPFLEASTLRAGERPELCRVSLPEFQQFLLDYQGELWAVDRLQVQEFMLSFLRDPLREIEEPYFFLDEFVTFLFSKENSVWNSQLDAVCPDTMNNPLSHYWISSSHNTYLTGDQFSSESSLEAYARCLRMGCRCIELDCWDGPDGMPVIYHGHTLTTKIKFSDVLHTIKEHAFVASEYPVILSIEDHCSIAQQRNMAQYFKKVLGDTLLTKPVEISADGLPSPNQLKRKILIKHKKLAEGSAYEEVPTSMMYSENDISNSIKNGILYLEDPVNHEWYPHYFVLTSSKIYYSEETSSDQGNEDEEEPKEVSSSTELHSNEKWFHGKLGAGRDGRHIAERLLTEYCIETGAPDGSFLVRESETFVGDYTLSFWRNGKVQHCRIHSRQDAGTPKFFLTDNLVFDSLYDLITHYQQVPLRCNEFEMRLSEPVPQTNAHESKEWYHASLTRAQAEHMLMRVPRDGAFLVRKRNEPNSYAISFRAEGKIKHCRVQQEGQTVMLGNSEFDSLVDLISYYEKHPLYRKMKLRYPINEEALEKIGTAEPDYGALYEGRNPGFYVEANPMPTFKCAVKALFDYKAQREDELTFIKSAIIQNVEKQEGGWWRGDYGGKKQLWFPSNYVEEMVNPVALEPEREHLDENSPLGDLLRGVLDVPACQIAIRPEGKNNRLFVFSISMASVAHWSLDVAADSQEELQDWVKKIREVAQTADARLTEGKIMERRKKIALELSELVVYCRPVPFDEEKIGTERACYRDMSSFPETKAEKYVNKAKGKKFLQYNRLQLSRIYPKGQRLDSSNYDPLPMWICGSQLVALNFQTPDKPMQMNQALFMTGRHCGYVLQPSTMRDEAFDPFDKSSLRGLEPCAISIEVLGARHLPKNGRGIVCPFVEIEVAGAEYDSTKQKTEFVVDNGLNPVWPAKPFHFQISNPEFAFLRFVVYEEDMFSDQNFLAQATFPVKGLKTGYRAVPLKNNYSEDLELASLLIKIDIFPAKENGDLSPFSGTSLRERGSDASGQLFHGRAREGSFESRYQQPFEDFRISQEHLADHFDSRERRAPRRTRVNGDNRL
An asterisk follows results filed as active; . = not tested or not shown.

entry | SMILES | ssDAF-12 act | DAX1 inh-1 | hcDAF-12 act | ADAM10 inh | PLCg1 inh | GAA850 FXN act
1 | Cn1c(SCC(=O)NNC(=O)Nc2ccc(Cl)cc2)nnc1-c1ccccc1 | -0.5 | -0.4 | -0.7 | 4 | 2 | .
2 | O=C(Nc1ccc(F)cc1)C1CC(=O)n2c(nc3ccccc32)N1 (stereo not given) | -0.9 | 0.4 | 0.1 | 5 | -2 | 1.6
3 | Cc1ccc(N(Cc2ccccc2)C(=O)c2ccc(S(=O)(=O)N3CCOCC3)cc2)cc1 | -0.8 | -0.3 | -0.9 | 2 | 1 | 1.7
4 | CC(C)(C)OC(=O)[C@H](Cc1ccccc1)NC(=O)c1[nH]cnc1C(=O)Nc1ccc(Cl)cc1 | -1.0 | -0.4 | -1.4 | 16 | 6 | 1.8
5 | O=P1(NC2CCCC2)OCC2(CO1)COP(=O)(NC1CCCC1)OC2 (stereo not given) | -1.1 | 0.7 | 0.5 | -13 | 0 | 0.5
6 | COc1ccc(-n2c(CCC(=O)O)ccc2-c2ccc(F)cc2)c(OC)c1 | -0.8 | 0.0 | 0.2 | -7 | -14 | 1.5
7 | c1ccc(CCCNc2ncccn2)cc1 | -0.9 | -0.1 | -1.4 | -18 | 1 | 1.0
8 | O=C(NCC1(N2CCOCC2)CCCCC1)c1cccc(S(=O)(=O)N2CCc3ccccc3C2)c1 | -1.3 | 2.5 | -1.0 | 0 | 1 | 1.2
9 | O=C(C1CCN(S(=O)(=O)c2ccc(Cl)cc2)CC1)N1CCCCCCC1 | -1.3 | 1.4 | -1.1 | 6 | 1 | 0.2
10 | CCN(C(=O)COC(=O)Cc1ccc(F)cc1)c1c(N)n(Cc2ccccc2)c(=O)[nH]c1=O | 0.2 | 0.0 | -0.3 | -8 | -2 | -0.1
11 | Cc1ccc(-c2nc(C(=O)NCCCN(C)C)cc3c2[nH]c2ccccc23)cc1 | -0.1 | 0.9 | 0.6 | -341 | -49 | 1.3
12 | COCCN(C(=O)c1cccc(N2C(=O)CCC2=O)c1)c1nc(-c2ccc([N+](=O)[O-])cc2)cs1 | -1.2 | -2.0 | -0.6 | 2 | -2 | -2.0

entry | ADAM17 inh | hgDAF-12 ag | sPLA2-III inh | DAX1 inh-2 | PLCb3 inh
1 | -5 | -1.1 | -3 | . | -2
2 | 0 | -4.7 | 5 | -1.4 | -2
3 | 4 | -0.5 | -10 | -1.1 | -3
4 | 6 | 3.9 | 3 | 1.1 | -4
5 | -2 | -2.6 | 1 | 0.8 | 2
6 | -3 | 1.0 | -50 | -1.8 | -22
7 | -3 | 1.3 | -2 | 0.6 | -6
8 | -1 | 1.3 | -7 | 0.0 | 2
9 | 1 | 1.2 | -3 | 0.1 | -6
10 | -1 | 0.1 | 6 | 0.2 | -7
11 | -156 | 3.1 | -16 | 1.1 | -82
12 | 1 | 4.3 | -6 | -1.0 | 0

Next section.
entry | SMILES | ssDAF-12 act | DAX1 inh-1 | hcDAF-12 act | ADAM10 inh | PLCg1 inh | GAA850 FXN act
13 | Cc1ncoc1C(=O)NC1CCCc2c1cnn2-c1ccc(C(C)(C)C)cc1 (stereo not given) | -2.0 | -8.9 | -4.8 | -15 | -6 | -5.1
14 | Cc1nc(S(=O)(=O)c2ccc(Br)cc2)nc2c1CCC2 | -1.7 | -0.1 | 0.3 | -1 | 2 | 2.2
15 | O=C(N(Cc1ccccc1)c1ccccn1)C12CC3CC(CC(C3)C1)C2 | -0.7 | -1.3 | 1.0 | 6 | 1 | 11*
16 | COc1ccc(CSc2nnc3[nH]c(=O)cc(N)n23)cc1 | 3.7* | 0.0 | 2.6 | 3 | -1 | 1.4
17 | COc1cccc(C2CC(c3cccs3)=NN2C(=O)c2ccco2)c1O (stereo not given) | -0.1 | -0.3 | -0.2 | -4 | -31 | -0.9
18 | C=CC(=O)NC(NC(=O)C=C)c1ccc(Br)cc1 | -0.2 | -0.7 | 2.7 | 2 | 6 | 0.1
19 | O=S1(=O)C[C@@H](N2CCC(Cc3ccccc3)CC2)[C@H](COCc2ccccc2)N1 | -1.4 | -1.2 | -2.3 | 1 | -2 | 0.5
20 | Cc1ccc(S(=O)(=O)N2CCCOC2CNC(=O)C(=O)NCc2ccncc2)cc1 (stereo not given) | -1.2 | 0.2 | 0.7 | -1 | 1 | 1.5
21 | CCN1CC(CN(C)Cc2cn(-c3ccc(C)cc3)nc2-c2ccc(F)cc2)CC1=O (stereo not given) | -2.0 | -0.1 | -0.2 | 10 | 2 | -1.9
22 | Cc1ccc(C)c(NC(=O)CCS(=O)(=O)c2ccccc2)c1 | -0.7 | 0.9 | -3.6 | -11 | 6 | .
23 | COC(=O)c1cc(S(=O)(=O)NCC2CCN(Cc3ccc(C)cc3)CC2)c[nH]1 | -0.7 | 0.6 | 1.4 | 8 | 8 | 0.9
24 | S=c1[nH]ccn1-c1ccccc1Cl | -1.0 | -0.2 | -0.3 | 7 | -1 | 0.6

entry | ADAM17 inh | hgDAF-12 ag | sPLA2-III inh | DAX1 inh-2 | PLCb3 inh
13 | 0 | -6.2 | -5 | -2.6 | -7
14 | -1 | -1.2 | -3 | -2.7 | -2
15 | 0 | 0.0 | -4 | 1.2 | 2
16 | -2 | 1.2 | 1 | -1.0 | -4
17 | 0 | 0.9 | -61 | -0.9 | -53
18 | -1 | 1.3 | 4 | -0.5 | 4
19 | 2 | 0.1 | -14 | 1.3 | 2
20 | 1 | -4.8 | 7 | 0.0 | 3
21 | 2 | 1.6 | -6 | -0.8 | -4
22 | -3 | -2.6 | 11 | . | 0
23 | 5 | -0.8 | -11 | 0.5 | -4
24 | -4 | -1.1 | 3 | 0.2 | -4

Continued.
entry | SMILES | ssDAF-12 act | DAX1 inh-1 | hcDAF-12 act | ADAM10 inh | PLCg1 inh | GAA850 FXN act
25 | Cc1ccc(/C=N/NC(=O)c2ccc(N(C)S(=O)(=O)c3ccccc3)cc2)cc1 | -1.0 | -0.2 | -0.3 | 3 | 1 | 2.3
26 | COc1cc(-c2nc(Cc3ccccc3Cl)no2)cc(OC)c1OC | -0.1 | -0.7 | -1.4 | 3 | 3 | 0.2
27 | O=C(CC12CC3CC(CC(C3)C1)C2)NCc1ccccc1 | -1.4 | 0.3 | 0.5 | 4 | -2 | 0.2
28 | CCOC(=O)c1c(NC(=O)C2C3C=CC(C3)C2C(=O)O)sc2c1CC(C)(C)OC2 (stereo not given) | -1.4 | 0.1 | -0.5 | -15 | 1 | 0.7
29 | C=CCn1c(SCC(=O)NC(=O)NCCC)nnc1C1CCCCC1 | -1.6 | -0.3 | -0.7 | -8 | -3 | -1.0
30 | Cc1sc(NC(=O)c2ccco2)c(C(=O)c2ccc(Cl)cc2)c1C | -0.9 | -0.3 | -1.7 | 0 | -2 | 0.9
31 | Fc1ccccc1OCCCN1CCOCC1 | -1.9 | 0.0 | -1.8 | -9 | 1 | 2.0
32 | COc1cc(CNc2ccc3[nH]c(=O)[nH]c3c2)ccc1OCc1ccc(F)cc1Cl | -0.7 | -0.9 | -0.7 | -21 | -6 | 5.7
33 | COCCSc1ccccc1C(=O)Nc1nnc(COC)s1 | -1.1 | -1.2 | 0.4 | 0 | -1 | 2.8
34 | CN(c1ccccc1)S(=O)(=O)c1cccc(NC(=O)CN2CCCc3ccccc32)c1 | -1.3 | -0.7 | 0.2 | -5 | -8 | -1.6
35 | CC(C)C[C@H]1COc2cc(Br)ccc2S(=O)(=O)N1Cc1cn(Cc2ccc(Cl)cc2)nn1 | -1.0 | 0.5 | -1.5 | -2 | 2 | .
36 | Cc1cccc(N2CC(C(=O)NCC3COc4ccccc4O3)CC2=O)c1C (stereo not given) | -1.8 | 1.1 | -1.2 | -9 | 5 | -0.7

entry | ADAM17 inh | hgDAF-12 ag | sPLA2-III inh | DAX1 inh-2 | PLCb3 inh
25 | -1 | 1.9 | -2 | -0.5 | -8
26 | 0 | -0.7 | -3 | -0.5 | 1
27 | -3 | -0.9 | 4 | -0.2 | -3
28 | -6 | -1.6 | -3 | 2.8 | -4
29 | -4 | 0.6 | 2 | -0.6 | 1
30 | -4 | -0.1 | 7 | 0.1 | -2
31 | -3 | 3.8 | 10 | 0.7 | 6
32 | -9 | -1.7 | 6 | -2.8 | -10
33 | 0 | -0.2 | -1 | -0.4 | 1
34 | 3 | -2.5 | 18 | -2.7 | -21
35 | -4 | -1.7 | -4 | . | 0
36 | 1 | -1.1 | -1 | 0.1 | -2

Other records.
entry | SMILES | ssDAF-12 act | DAX1 inh-1 | hcDAF-12 act | ADAM10 inh | PLCg1 inh | GAA850 FXN act
37 | O=C1CCC(=O)N1c1ccc(-c2nc3sc4c(c3c(=O)o2)CCC4)cc1 | -1.1 | 0.3 | -2.0 | 0 | -32 | 0.2
38 | CC1CCCN(C(=O)c2ccc3c(c2)OCCO3)C1 (stereo not given) | -0.7 | 3.4 | -0.3 | -4 | 0 | 2.8
39 | Cc1ccccc1-c1cc2c(nn1)-c1ccccc1C2=O | 1.5* | -0.1 | 7.2* | -4 | 9 | 3.6
40 | CCn1c(COc2ccccc2)nnc1SCC(=O)NC1CCCCC1 | -0.1 | -0.3 | -1.2 | 3 | 0 | -2.2
41 | CC1CCN(c2c(NCc3ccc(C(=O)NCc4ccccc4)cc3)c(=O)c2=O)CC1 | -1.3 | -0.1 | -1.6 | 8 | 0 | 0.6

entry | ADAM17 inh | hgDAF-12 ag | sPLA2-III inh | DAX1 inh-2 | PLCb3 inh
37 | -1 | -0.7 | 9 | -2.0 | -41
38 | 1 | 3.7 | -4 | 1.0 | 0
39 | -5 | 5.1 | 2 | 0.1 | 12*
40 | -3 | -1.5 | 9 | -0.6 | 1
41 | -1 | 0.2 | -1 | -0.9 | -3

6 consecutive compounds from above:
entry | SMILES | ssDAF-12 act | DAX1 inh-1 | hcDAF-12 act | ADAM10 inh | PLCg1 inh | GAA850 FXN act
36 | Cc1cccc(N2CC(C(=O)NCC3COc4ccccc4O3)CC2=O)c1C (stereo not given) | -1.8 | 1.1 | -1.2 | -9 | 5 | -0.7
37 | O=C1CCC(=O)N1c1ccc(-c2nc3sc4c(c3c(=O)o2)CCC4)cc1 | -1.1 | 0.3 | -2.0 | 0 | -32 | 0.2
38 | CC1CCCN(C(=O)c2ccc3c(c2)OCCO3)C1 (stereo not given) | -0.7 | 3.4 | -0.3 | -4 | 0 | 2.8
39 | Cc1ccccc1-c1cc2c(nn1)-c1ccccc1C2=O | 1.5* | -0.1 | 7.2* | -4 | 9 | 3.6
40 | CCn1c(COc2ccccc2)nnc1SCC(=O)NC1CCCCC1 | -0.1 | -0.3 | -1.2 | 3 | 0 | -2.2
41 | CC1CCN(c2c(NCc3ccc(C(=O)NCc4ccccc4)cc3)c(=O)c2=O)CC1 | -1.3 | -0.1 | -1.6 | 8 | 0 | 0.6

entry | ADAM17 inh | hgDAF-12 ag | sPLA2-III inh | DAX1 inh-2 | PLCb3 inh
36 | 1 | -1.1 | -1 | 0.1 | -2
37 | -1 | -0.7 | 9 | -2.0 | -41
38 | 1 | 3.7 | -4 | 1.0 | 0
39 | -5 | 5.1 | 2 | 0.1 | 12*
40 | -3 | -1.5 | 9 | -0.6 | 1
41 | -1 | 0.2 | -1 | -0.9 | -3

Screening results deposited in PubChem by The Scripps Research Institute Molecular Screening Center.

No enrichment for hits. Share with any hit: about 6.9%.
